aSyn tox rescue = qHTS of alpha-syn Inhibitors: NCGC Sytravon Library Screen; S. cerevisiae alpha-synuclein toxicity rescue, BacTiter-Glo growth, 24 h; AID 1347070, 2019; 94,000 tested, 0.02% active; Potency, µM (doses to about 46.1 µM), without a hit: top-dose growth rescue (activation), actives largely listed as activators; active = well fitted activation curve with a large enough effect; inconclusive = small, poorly fitted or top-dose-only effect; also: 0% is about no effect
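Growth restoration measured by BacTiter-Glo luminescence after 24 hr at 30 deg C; alpha-synuclein yeast, raffinose-pregrown to mid-log, were added at OD600=0.02 in galactose medium onto pinned compounds.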
* = called active by the depositor; ? = inconclusive; & = joins results of further samples; [ ] = remark or other dose. Potency is read from the fitted curve at half-maximal effect. These rows are one share of the data (hit frequency here may not be typical).

SMILES | aSyn tox rescue
Cc1c(C(=N)C(C#N)C#N)c(=N)oc2c1ccc1ccccc12 | -1%
O=C(CSc1nnc(SCc2cccc3ccccc23)s1)Nc1ccc(C(=O)O)cc1 | -10%
COc1cccc(N2CC(NC(=O)c3cccc(OC)c3OC)CC2=O)c1 (stereo unspecified) | -6%
COc1ccc(-c2nn(-c3ccccc3)cc2C2NC(=O)NC(C)=C2C(=O)OC(C)C)cc1Cl (stereo unspecified) | -2%
O=C(NC1CCCCC1)C(c1ccc(F)cc1)N(Cc1ccco1)C(=O)c1csnn1 (stereo unspecified) | 1%
COc1ccc(C)cc1NC(=O)CSc1nnc2ccc(-c3ccccn3)nn12 | -7%
COc1ccc2[nH]c(C(=O)O)c(NC(=O)c3ccccc3[N+](=O)[O-])c2c1 | 3%
CC(C)n1cc(NC(=O)COc2ccccc2Cl)cn1 | -3%
CCOC(=O)Cn1cnc2c(nnn2-c2cccc(OC)c2)c1=O | 0%
COc1ccccc1CNc1nc(S(=O)(=O)c2ccccc2)c(Cl)s1 | 11%
COc1ccc(NC(=O)C2CCN(C(=O)c3sc4nc[nH]c(=O)c4c3C)CC2)cc1Cl | -9%
COc1ccc2oc(C(=O)OCC(=O)NCc3ccc(OC)c(OC)c3)c(C)c2c1 | 3%
Cc1ccc(NC(=O)C2CCC(CNS(=O)(=O)c3csc(C(N)=O)c3)CC2)cc1Cl (stereo unspecified) | -5%
Cc1ccsc1C1C(C#N)=C(N)OC2=C1C(=O)CCC2 (stereo unspecified) | 15%
CS(=O)(=O)c1ccc2nc(NC(=O)CCNC(=O)c3ccc(Cl)cc3)sc2c1 | 7%
CCOC(=O)Cn1cc(C#N)c(=O)[nH]c1=O | 4%
O=C(NCc1ccccc1)c1c2c(nc3ccccc13)C(=O)N(C1CCCCC1)C2 | 6%
CS(=O)(=O)N1CCC(n2c(C(F)(F)F)nc3cccnc32)CC1 | 3%
Cc1ccc(CNCc2c(C(=O)O)n(Cc3ccccc3C)c3cc(C)ccc23)cc1 | 0%
COc1ccc(-c2nnc(SCC(=O)Nc3ccc(C)c(Cl)c3)nc2-c2ccc(OC)c(OC)c2)cc1OC | -2%
COc1ccc(N2CCN(C(=O)C3CCN(S(=O)(=O)Cc4ccccc4)CC3)CC2)cc1 | 11%
COc1ccc(-n2ccnc2CN2CCN(C3CCCC3)C(CCO)C2)cc1 (stereo unspecified) | -6%
Cc1nnc(N2C(=O)c3oc4ccccc4c(=O)c3C2c2ccc(F)cc2)s1 (stereo unspecified) | 6%
CCC(C(N)=O)N1C(=O)C2C3CCC(C3)C2C1=O (stereo unspecified) | 2%
Cc1ccc(S(=O)(=O)N2CCC(C(=O)OC(C)C(=O)NC(N)=O)CC2)cc1C (stereo unspecified) | -1%
CC(=O)c1c(O)cc(=O)n(-c2ccccc2)c1-c1ccc(Cl)cc1 | 1%
Clc1ccc(-c2nnc(NCc3ccccc3)c3ccccc23)cc1 | -2%
Cc1cccc(N2CCN(c3nc4ccc(C)cc4n4cnnc34)CC2C)c1 (stereo unspecified) | 1%
Cc1ccc(-n2ncc3c(NCCCN4CCOCC4)ncnc32)cc1C | 6%
Cc1cccc(N2CCN(C(=O)c3cn(C)c4ccc(S(=O)(=O)N(C)C)cc4c3=O)CC2C)c1 (stereo unspecified) | 0%
CCOc1ccccc1C(=O)NCC(=O)NCC(c1ccc(OC)cc1)N1CCOCC1 (stereo unspecified) | -14%
CC(=O)N/C(=C/c1ccc2c(c1)OCO2)C(=O)O | 4%
Cc1cc2n(n1)CCCN2C(=O)Nc1ccc(C)c(Cl)c1 | 6%
Nc1nc(NC(=O)CCC(=O)O)nn1-c1ccccc1 | -24%
Cc1ccc(OCC(=O)Nc2nc(-c3ccc(Br)cc3)ns2)cc1 | 2%
CCCOc1ccc(OC(=O)c2c(-c3ccccc3Cl)noc2C)cc1 | -4%
CC(=O)c1ccc(NS(=O)(=O)c2cnc(N)nc2)cc1 | -1%
COc1ccc(Cl)cc1C(=O)Nc1ccc(Br)c(C)n1 | -7%
NC(=O)COC(=O)Cc1coc2cc3c(cc12)CCC3 | 4%
CC(C)Cc1ccc(S(=O)(=O)Nc2cc3c(cc2N2CCOCC2)n(C)c(=O)c(=O)n3C)cc1 | 4%
Cc1cccc(NC(=O)c2ccc(-c3ccccc3)s2)c1 | -17%
Cc1ccc(NC(=O)c2c(C)oc3ncnc(N4CCCCC4)c23)c(C)c1 | -7%
Cc1ccc(C2CC(=O)N(Cc3ccc(F)cc3)c3c2c(C)nn3-c2nc(C)cc(C)n2)cc1 (stereo unspecified) | -2%
O=c1[nH]c(C2CCCN(S(=O)(=O)c3ccccc3)C2)nc2c1nnn2Cc1ccccc1Br (stereo unspecified) | 3%
CC(=O)N(C1=C(Cl)C(=O)c2ccccc2C1=O)c1ccc(C(=O)O)cc1 | -36%[inhibitor]
CCCN(C(=O)c1c(C)oc2ncnc(N3CCOCC3)c12)c1ccc(Cl)c(Cl)c1 | 6%
C[C@H]1CN([C@@H](C)CO)S(=O)(=O)c2ccc(Br)cc2O[C@H]1CN(C)S(=O)(=O)c1ccccc1F | 13%
CN1CCC(N(C)S(=O)(=O)c2ccc(NC(=O)COc3cccc(C(F)(F)F)c3)cc2)CC1 | 0%
CN(C(=O)CSc1nc2ccc(NC(=O)c3cccc(F)c3)cc2s1)c1ccccc1 | 12%
Cc1cc(S(=O)(=O)NC[C@H]2O[C@@H](n3ccc(N)nc3=O)[C@H](O)[C@@H]2O)c(C)s1 | -1%
O=C(/C=C/c1ccc[nH]1)c1ccccc1 | 14%
Cc1ncc([N+](=O)[O-])n1CC(=O)NC1CCCCCC1 | 0%
COc1ccc([N+](=O)[O-])cc1NC(=O)COC(=O)C12CC3CC(CC(O)(C3)C1)C2 | 8%
O=C(c1nnsc1S(=O)(=O)c1ccc(Cl)cc1)N1CCOCC1 | -17%
O=C(OCc1nnc(-c2ccccc2)o1)c1ccc(Br)o1 | 5%
CC1=C(C#N)C(=O)NC(=O)/C1=C\c1ccc(-c2ccc(C)cc2[N+](=O)[O-])o1 | 14%
Cc1ccc2nc(N(Cc3cccnc3)C(=O)C3COc4ccccc4O3)sc2c1 (stereo unspecified) | -2%
CCCN1CCN(c2ncc3c(n2)CCN(Cc2ccc(OC)c(OC)c2OC)C3)CC1 | 5%
COc1ccccc1NS(=O)(=O)c1cn(C)c(C)n1 | -16%
Cc1cccc(C(=O)Nc2c3c(nn2-c2ccc(Cl)cc2)CS(=O)(=O)C3)c1 | -8%
The results go on:
SMILES | aSyn tox rescue
COc1ccc(NC(=O)CC2C(=O)N(c3ccc(OC)cc3)C(=O)N2C2CCCCC2)cc1 (stereo unspecified) | 7%
CCCCN(C)CCNC(=O)Cn1ncc2c3ccccc3n(CCC)c2c1=O | 1%
COc1ccc(CNC(=O)CN2C(=O)CCCc3ccccc32)cc1 | 0%
O=C(O)C1CCCN(C(=O)c2cccc3ccccc23)C1 (stereo unspecified) | -12%
O=C(c1ccc2c(c1)OCCO2)N(Cc1cccnc1)c1nc2c(F)cc(F)cc2s1 | -7%
Cc1cccc(Cn2nnc3c(=O)[nH]c(C4CCCN(C(=O)c5ccccc5Cl)C4)nc32)c1 (stereo unspecified) | 6%
CCOC(=O)c1cc(C)nnc1C(=O)OCC | 4%
Clc1ccc(-c2noc(-c3cccnc3N3CCN(c4ccccc4)CC3)n2)cc1 | 3%
CCOC(=O)CC(=O)CSc1ncnc2c1nnn2-c1ccc(F)cc1 | -12%
COc1ccc(N=Nc2ccc(O)c3ncccc23)cc1 | ?
COc1ccc(Cl)cc1NC(=O)CSc1nc2c(oc3ccccc32)c(=O)n1Cc1ccco1 | -2%
CN(CCCNC(=O)Cn1ncc2c([nH]c3ccccc32)c1=O)Cc1ccccc1 | 6%
CNC(=O)CSc1nc2ccccc2c(=O)n1-c1cc(OC)ccc1OC | 1%
O=C(Nc1cccc(OCc2cc(=O)n3c4c(sc3n2)CCCC4)c1)c1ccc(F)cc1 | -5%
COc1cccc(-c2nc(-c3ccc(Br)o3)no2)c1 | 4%&-5%
CC1CCCN(S(=O)(=O)c2cc3c4c(c2)CC(=O)N4CCC3)C1 (stereo unspecified) | 1%
CCOC(=O)c1[nH]c(C)c(C(=O)NC(CC)Cc2ccccc2)c1C (stereo unspecified) | -2%
Cc1c2cnn(CC(=O)NCCCN3CCCCC3C)c(=O)c2c(C)n1Cc1ccccc1 (stereo unspecified) | -3%
CCc1noc(C)c1C(=O)Nc1nc(-c2cccs2)cs1 | -2%
O=S1(=O)N=C(N/N=C/c2ccco2)c2ccccc21 | -1%
CC(C)c1ccc(NC(c2nnc(-c3ccccc3)o2)c2ccc(F)cc2Cl)cc1 (stereo unspecified) | 20%
Cc1ccc(NC(=O)c2cnn3c2NC(c2ccccc2)=CC3c2ccccc2)cc1 (stereo unspecified) | ?
Cc1ccc(OCC(=O)Nc2c(C(=O)c3ccc(Cl)cc3)oc3ccccc23)cc1C | -7%
COc1ccc(Cl)cc1S(=O)(=O)Nc1cccc(-c2ccc(N3CCOCC3)nn2)c1 | -8%
CCc1ccc(C(=O)NC2=NC(c3ccccc3F)CC(=O)N2)cc1 (stereo unspecified) | -4%
Cn1c2ccccc2c2cc(/C=C(\NC(=O)c3ccccc3)C(=O)O)ccc21 | -1%
CC(NC(=O)c1ccco1)C(c1cccs1)N1CCN(c2ccccc2)CC1 (stereo unspecified) | -4%
Cn1c(=NC(=O)C2=NNC(=O)CC2)sc2ccccc21 | -4%
O=C(O)c1ccc(-c2nc(-c3ccccc3)c(-c3cccs3)[nH]2)cc1 | 1%
CCOc1ccc(NC(=O)C(NC(=O)C2CCC(C)CC2)C(C)C)cc1 (stereo unspecified) | 3%
O=C(Cn1ncn2c(cc3cc(F)ccc32)c1=O)NC1CCCCC1 | 2%
Cc1cc(C)c(NC(=O)c2nc3ccccc3nc2N2CCCCC2)c(C)c1 | 3%
CCOC(=O)C1CCN(C(=O)C2(NC(=O)Nc3ccccc3C)CCCCC2)CC1 | -9%
Cc1cccc(NC(=O)c2ccc(-n3cnc4cccnc43)cc2)c1C | -5%
Cn1ccn(CCCCCCn2ccn(C)c2=S)c1=S | -14%
COc1ccc(NC(=O)Cn2ccn(Cc3ccccc3)c(=O)c2=O)cc1Cl | 5%
CCCN(CCC)C(=O)Cn1c(=O)n(-c2ccc(CC)cc2)c(=O)c2c3c(sc21)CCC3 | -9%
CC(C)C1Oc2ccccc2N(CC(=O)NC2CCCCC2)C1=O (stereo unspecified) | 10%
COc1ccc(C(=O)NC(=S)Nc2ccc(N3CCOCC3)cc2)cc1Cl | 0%
COc1ccc(-c2ccc(=O)n(CC(=O)Nc3cc(OC)ccc3OC)n2)cc1 | 28%
O=C(O)COc1ccc(Br)cc1CP(=O)(c1ccccc1)c1ccccc1 | 12%
COC(=O)c1ccc(C(=O)Nc2ccc(C(C)C)cc2N)cc1 | 2%
CCc1nc(Nc2cccc(F)c2)c2oc3ccccc3c2n1 | -15%
COc1ccc(OC)c(NC(=O)COc2ccc(S(=O)(=O)N3CCCC3)cc2)c1 | 11%
COc1ccc(-c2noc(CSCC(=O)Nc3cc(OC)c(OC)c(OC)c3)n2)cc1OC | -2%
Cc1ccc(NC(=O)c2cnc(SCC(=O)NCC3CCCO3)n(C)c2=O)cc1 (stereo unspecified) | -2%
O=C(NCCc1ccc(Cl)cc1)c1cccs1 | -1%
CC(C)c1ccc(N=C(N)N=C(N)N)cc1 | -2%
COc1ccc(NC(=O)C(NC(=O)/C=C\c2ccc3c(c2)OCO3)c2ccccc2)cc1 (stereo unspecified) | 5%
Cc1ccc(C(=O)Nc2ccc3oc(-c4ccccc4C)nc3c2)cc1 | -7%
COC(=O)c1oc2ccc(Br)cc2c1NC(C)=O | -2%
Cc1onc(-c2ccccc2Cl)c1C(=O)O/N=C(\N)c1cccc([N+](=O)[O-])c1 | -3%
Cc1ccc(NC(=O)C2CCCN(S(=O)(=O)c3ccc4[nH]c(=O)ccc4c3)C2)cc1Cl (stereo unspecified) | -2%
CCCn1c2ccccc2c2cnn(CC(=O)NCC3CCN(Cc4ccccc4C)CC3)c(=O)c21 | 0%
CCCCOc1ccc(CNC(=O)CN2C(=O)CCn3nc(-c4cn(C)c5ccccc45)cc32)cc1 | -1%

Some of the entries so far, field by field.
Molecule: O=C(NCCc1ccc(Cl)cc1)c1cccs1
  aSyn tox rescue: -1%
Molecule: Cc1ccc(C(=O)Nc2ccc3oc(-c4ccccc4C)nc3c2)cc1
  aSyn tox rescue: -7%

Molecules above with fluorine (14):
SMILES | aSyn tox rescue
O=C(NC1CCCCC1)C(c1ccc(F)cc1)N(Cc1ccco1)C(=O)c1csnn1 (stereo unspecified) | 1%
CS(=O)(=O)N1CCC(n2c(C(F)(F)F)nc3cccnc32)CC1 | 3%
Cc1nnc(N2C(=O)c3oc4ccccc4c(=O)c3C2c2ccc(F)cc2)s1 (stereo unspecified) | 6%
Cc1ccc(C2CC(=O)N(Cc3ccc(F)cc3)c3c2c(C)nn3-c2nc(C)cc(C)n2)cc1 (stereo unspecified) | -2%
C[C@H]1CN([C@@H](C)CO)S(=O)(=O)c2ccc(Br)cc2O[C@H]1CN(C)S(=O)(=O)c1ccccc1F | 13%
CN1CCC(N(C)S(=O)(=O)c2ccc(NC(=O)COc3cccc(C(F)(F)F)c3)cc2)CC1 | 0%
CN(C(=O)CSc1nc2ccc(NC(=O)c3cccc(F)c3)cc2s1)c1ccccc1 | 12%
O=C(c1ccc2c(c1)OCCO2)N(Cc1cccnc1)c1nc2c(F)cc(F)cc2s1 | -7%
CCOC(=O)CC(=O)CSc1ncnc2c1nnn2-c1ccc(F)cc1 | -12%
O=C(Nc1cccc(OCc2cc(=O)n3c4c(sc3n2)CCCC4)c1)c1ccc(F)cc1 | -5%
CC(C)c1ccc(NC(c2nnc(-c3ccccc3)o2)c2ccc(F)cc2Cl)cc1 (stereo unspecified) | 20%
CCc1ccc(C(=O)NC2=NC(c3ccccc3F)CC(=O)N2)cc1 (stereo unspecified) | -4%
O=C(Cn1ncn2c(cc3cc(F)ccc32)c1=O)NC1CCCCC1 | 2%
CCc1nc(Nc2cccc(F)c2)c2oc3ccccc3c2n1 | -15%

From PubChem
